# M4 ag – agonists of human muscarinic M4 receptor (CHRM4); P08173; CHO-K1 hM4/Gqi5, Fluo-8 calcium fluorescence; vehicle 0%, full acetylcholine response 100%; activation, % at 3 µM; 360,000 compounds, 0.14% hits; AID 624127;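 active = activation above the run mean over all test wells plus 3 SD, cut at about 32% in these data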;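 also: peak over basal fluorescence ratio per well then scaled between controls; 0% = DMSO wells and 100% = acetylcholine at EC100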
# M4 antag – antagonists of human muscarinic M4 receptor (CHRM4); P08173; CHO-hM4 cells, ACh EC80, Fluo-8 calcium fluorescence; inhibition, % at 3 µM; 360,000 compounds, 0.73% hits; AID 624125;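 active = inhibition above its plate's cutoff, the mean inhibition of sample wells plus 3 SD, cut at about 27% in these data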;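 also: 0% = acetylcholine EC80 with DMSO and 100% = DMSO without agonist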
# CHO-K1 Ca antag – nonselective inhibitor or artifact in parental CHO-K1 cells; ATP-induced calcium, Fluo-8 fluorescence; inhibition, % at 3 µM; 360,000 compounds, 0.6% hits; AID 602250;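 active = inhibition above a per-plate cutoff, the plate's mean sample inhibition plus 3 SD, cut at about 24% in these data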;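 also: 0% = DMSO plus EC80 ATP and 100% = DMSO alone without ATP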
# CHRM1 antagonist – blocks human M1 muscarinic receptor; 360,000 compounds, 1.3% hits; CHO-K1 hM1, Fluo-8 calcium fluorescence, ACh EC80 antagonist; inhibition, % at 3 µM; AID 588852; P11229;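 active = percent inhibition above its own plate's cutoff, namely the mean of that plate's compound wells plus 3 SD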;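 also: peak over basal fluorescence ratio during 140 s after agonist addition; 0% = ACh EC80 plus DMSO and 100% = DMSO alone without agonist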
# Target sequence (P11229 whole entry, looked up): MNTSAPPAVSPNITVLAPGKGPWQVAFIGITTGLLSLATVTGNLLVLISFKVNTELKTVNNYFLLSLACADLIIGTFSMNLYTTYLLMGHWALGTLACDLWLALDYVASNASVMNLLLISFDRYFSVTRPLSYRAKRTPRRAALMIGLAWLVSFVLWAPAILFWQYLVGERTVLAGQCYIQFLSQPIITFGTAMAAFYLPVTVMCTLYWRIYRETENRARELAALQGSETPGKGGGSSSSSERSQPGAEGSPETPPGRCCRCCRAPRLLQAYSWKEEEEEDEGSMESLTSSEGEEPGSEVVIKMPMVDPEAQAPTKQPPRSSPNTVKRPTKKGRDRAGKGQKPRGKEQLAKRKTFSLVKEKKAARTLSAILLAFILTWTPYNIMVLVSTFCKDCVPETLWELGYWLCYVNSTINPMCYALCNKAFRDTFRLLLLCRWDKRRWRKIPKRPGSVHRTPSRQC
# CHRM1 PAM – positive allosteric modulators of human M1 muscarinic receptor | CHO-K1 hM1, Fluo-8 calcium fluorescence, ACh EC20; 0% = ACh EC20, 100% = maximal ACh | activation, % at 3 µM | 360,000 compounds, 0.088% hits | AID 588819; in the data active = activation above about 19%, passing the limit was not always enough
# CHO parental Ca – counter-screen: ATP calcium response change in parental CHO cells | AID 463079 | parental CHO-K1, ATP-induced calcium, Fluo-8 fluorescence | 330,000 compounds, 0.63% hits | inhibition, % at 5.6 µM;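 active = inhibition above that plate's mean sample inhibition plus 3 SD, cut at about 26% in these data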;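 also: 0% = ATP-challenged DMSO wells and 100% = DMSO wells without ATP; some compounds past the cut are filed as inactive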
#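 Assay system: parental CHO cells; Read-out basis: percent inhibition of ATP-evoked calcium rise, normalized to controls; Benchmarks: ATP and no-ATP DMSO wells; Compound dosing: single nominal dose of 5.6 µM per compound; Signal: Fluo-8 calcium dye fluorescence; Also added: ATP as calcium-mobilizing challenge; Repeats: singlicate.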
# CHRM1 agonist – activates human CHRM1 receptor; 360,000 compounds, 0.33% hits; activation, % at 3 µM; CHO-K1 hM1, Fluo-8 calcium fluorescence, agonist mode; 0% DMSO, 100% acetylcholine EC100; P11229;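 active = activation above the run's mean compound activation plus 3 SD, cut at about 16% in these data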;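 also: peak over basal fluorescence ratio within a 140 s kinetic read after compound addition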
# OXTR potentiator – potentiators of human oxytocin receptor | P30559 | activation, % at 3 µM | 320,000 compounds, 0.061% hits | CHO-OTR cells, Fluo-8 calcium fluorescence, potentiator mode; 0% = oxytocin EC15, 100% = EC100;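 active = activation above that plate's cutoff, the mean activation of tested compounds plus 3 SD, cut at about 6.6% in these data, passing the limit was not always enough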;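 also: 100% uses oxytocin at 75 nM as the full agonist control; some results filed as inactive read as strong as hits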
# Target sequence (P30559 whole entry, looked up): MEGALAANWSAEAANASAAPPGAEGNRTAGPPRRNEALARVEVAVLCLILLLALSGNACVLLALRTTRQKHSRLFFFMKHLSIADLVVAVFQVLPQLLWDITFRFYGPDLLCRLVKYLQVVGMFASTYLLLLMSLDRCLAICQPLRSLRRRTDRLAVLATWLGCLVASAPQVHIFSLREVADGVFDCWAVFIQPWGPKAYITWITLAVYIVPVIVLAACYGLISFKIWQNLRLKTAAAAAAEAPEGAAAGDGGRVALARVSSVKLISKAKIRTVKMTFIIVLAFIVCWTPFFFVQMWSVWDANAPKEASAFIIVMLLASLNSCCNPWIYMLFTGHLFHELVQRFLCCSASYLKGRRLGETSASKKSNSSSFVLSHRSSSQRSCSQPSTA
#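 Assay system: CHO cell line stably expressing human OTR. Reagent: EC15 oxytocin agonist. Dosing: single dose, 3.0 µM nominal final compound concentration. Timing: compound 6 min at room temperature before oxytocin, 100 s read. Signal: kinetic Fluo-8 calcium fluorescence. Controls: oxytocin EC15 low and EC100 high.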
# CHO-K1 Ca ag – counter-screen for M1 agonists: effect in parental CHO-K1 cells | Fluo-8 calcium fluorescence; scaled to maximal ATP response, vehicle zero | activation, % at 3 µM | 360,000 compounds, 0.48% hits; in the data active = activation above about 15%;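 also: untransfected CHO-K1 host cells lacking M1 receptor as counterscreen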
# * = called active by the depositor; nt = no result given.
# The first 2 entries (preview)
SMILES,M4 ag,M4 antag,CHO-K1 Ca antag,CHRM1 antagonist,CHRM1 PAM,CHO parental Ca,CHRM1 agonist,OXTR potentiator,CHO-K1 Ca ag
COc1ccc(C(=O)OCC(=O)NCC2CCCCC2)cc1F,0.8,-5.7,-3.8,-5.6,5.1,nt,-0.8,nt,0.4
COc1ccc(-c2nnc(N3CCC(C)CC3)c3ccccc23)cc1,-1.2,5.7,17.6,0.1,5.5,0.0,-4.8,3.0,-0.8

# The whole of this part, from the start:
SMILES,M4 ag,M4 antag,CHO-K1 Ca antag,CHRM1 antagonist,CHRM1 PAM,CHO parental Ca,CHRM1 agonist,OXTR potentiator,CHO-K1 Ca ag
COc1ccc(C(=O)OCC(=O)NCC2CCCCC2)cc1F,0.8,-5.7,-3.8,-5.6,5.1,nt,-0.8,nt,0.4
COc1ccc(-c2nnc(N3CCC(C)CC3)c3ccccc23)cc1,-1.2,5.7,17.6,0.1,5.5,0.0,-4.8,3.0,-0.8
Nc1ccc(O)c([N+](=O)[O-])c1,2.4,4.0,11.0,-4.0,-5.3,4.8,-1.7,0.8,-0.3
CN(C)CCN(C(=O)C1=COCCO1)c1nc2ccc(F)cc2s1,0.8,-7.1,-13.9,-15.6,10.0,-4.4,-3.2,-2.4,1.0
Cc1ccc(C(=O)N/N=C\c2cc(Br)c(Br)o2)cn1,0.1,5.2,-0.2,-13.2,12.4,-19.0,-3.8,-4.1,0.2
Cc1ccc(C(NC(=O)N2CCOCC2)=C(Cl)Cl)cc1F,1.3,1.0,-28.6,-5.6,4.2,-14.1,-1.9,-4.5,0.0
O=C(NCC(c1cccnc1)N1CCN(c2ccccc2)CC1)c1ccc2c(c1)OCO2 (stereo not given),1.9,5.7,-2.9,3.9,3.1,-12.9,-2.5,-11.3,0.7
O=S(=O)(c1ccc(N2CCN(S(=O)(=O)c3ccc4c(c3)OCCO4)CC2)nc1)N1CCCC1,2.5,0.7,-0.9,-14.3,9.6,0.8,-2.1,-6.3,1.1
Cc1ccccc1Nc1nc(CSc2nnc(-c3ccoc3C)n2C)cs1,-0.3,6.6,-6.0,-2.1,4.9,-20.6,-6.7,-9.6,0.2
COc1ccc(NC2CCCN(C(=O)CCN3CCCC3=O)C2)cc1 (stereo not given),1.1,-4.7,-6.4,-8.9,8.9,-4.5,-3.2,-3.9,1.4
Cc1cccc(NC(=O)CSc2nc3nc4c(cc3c(=O)n2-c2ccccc2)CCCC4)c1,-0.1,-0.9,-12.8,2.7,-3.2,-25.9,-7.7,-6.9,0.2
Cc1cc(C)nc(SC(C)CNS(=O)(=O)c2ccccc2)n1 (stereo not given),0.7,-2.3,-20.9,-17.4,12.1,-14.6,-6.2,3.5,2.3
COc1ccccc1-c1cn[nH]c(=S)n1,0.7,4.8,-13.1,-10.0,2.3,-24.7,-2.0,-0.4,0.1
CCOC(=O)CC(=O)NC(C)(C)CCCCC(C)(C)NC(=O)CC(=O)OCC,0.8,-18.1,-10.2,-8.4,8.7,-6.1,-4.7,-2.2,1.2
CCOc1ccc(NC(=O)CSc2nc3c(c(=O)n2C)SC(C)C3)cc1 (stereo not given),1.0,-0.8,-9.6,-8.9,4.9,-4.9,-1.3,-5.6,2.0
CC1CCN(C(=O)COC(=O)Cn2cnc3ccccc32)CC1,0.7,-21.4,-24.2,-5.1,-3.6,-0.4,0.9,-1.7,0.4
COc1ccc(CC(=O)OCC(=O)N(C)C2CCS(=O)(=O)C2)cc1OC (stereo not given),-0.1,-8.6,0.1,-7.3,5.1,0.6,-3.5,-3.1,0.8
CC(=O)Nc1ccc(S(=O)(=O)NC2(C(F)(F)F)NC(=O)N(c3ccccc3F)C2=O)cc1 (stereo not given),0.6,-6.1,-9.8,7.3,-6.2,-7.7,-3.2,2.3,0.7
Cc1nn(-c2ccccc2)c(C)c1C(=O)NCc1ccc(F)cc1,0.9,2.2,-7.6,-17.3,5.8,-13.3,-3.9,1.7,0.8
O=C(Nc1nnc([C@H]2C[C@H](O)[C@@H](CO)O2)s1)Nc1ccc(F)cc1F,1.3,-6.3,5.9,-2.1,2.8,nt,-0.7,nt,10.1

# Single entries from above:
# Entry of COc1ccc(-c2nnc(N3CCC(C)CC3)c3ccccc23)cc1 under CHO parental Ca: 0.0
# Entry of COc1ccc(NC2CCCN(C(=O)CCN3CCCC3=O)C2)cc1 (stereo not given) under M4 antag: -4.7

# Other structures follow.
SMILES,M4 ag,M4 antag,CHO-K1 Ca antag,CHRM1 antagonist,CHRM1 PAM,CHO parental Ca,CHRM1 agonist,OXTR potentiator,CHO-K1 Ca ag
CCN(CCn1cccn1)C(=O)CC1C(=O)NCCN1Cc1ccc(F)cc1 (stereo not given),0.3,3.5,-7.2,-9.7,5.2,-10.2,-5.6,-7.9,0.0
CCCCn1c(SC(C)C(=O)NCC2CCCO2)nc2cc(C(=O)OC)ccc2c1=O (stereo not given),1.1,0.3,0.1,-8.9,0.5,-0.9,-5.4,-2.0,-0.2
CC(=O)Nc1nnc(Cc2c[nH]c3ccccc23)s1,2.2,-1.7,-6.4,-12.4,13.6,5.2,-3.2,0.9,0.4
O=C(CCN1C(=O)C2C3C=CC(C3)C2C1=O)Nc1c(F)cccc1F (stereo not given),0.4,0.8,21.7,-19.4,6.1,-3.7,7.5,-10.0,0.1
Cc1ccc(S(=O)(=O)N2CCN(C(=O)COC(=O)/C=C/c3cccc([N+](=O)[O-])c3)CC2)c(C)c1,1.6,-9.0,-12.8,-5.1,5.3,nt,-1.5,nt,1.3
N#CCCN1CCN(C(=O)c2c(N)no[n+]2[O-])CC1,0.2,0.4,10.6,0.4,3.0,-5.7,-3.0,-12.0,0.3
Cn1/c(=N\NC(=O)C2CCCCC2)sc2ccccc21,1.7,-5.2,-7.0,-13.7,12.1,5.5,-1.6,-8.1,0.7
O=C(N[C@@H](Cc1ccccc1)C(=O)N1CCC2(CC1)NCCc1[nH]cnc12)c1cccc(Br)c1,1.5,-0.5,-1.9,38.6*,-17.6,-5.0,-5.0,-9.8,-0.2
CCCCn1c(SCC(=O)N2CCOCC2)nc2c1c(=O)n(C)c(=O)n2C,-0.7,6.2,-19.8,0.4,2.1,1.6,-7.2,-1.4,0.4
COc1ccc(C(=O)/C=C(\N)C(F)(F)F)c(O)c1,0.0,-18.2,-18.8,-8.6,6.5,-5.2,-5.4,-0.9,0.9
CCCc1cc(=O)[nH]c(SCC(=O)N2CCC(C(=O)OCC)CC2)n1,0.5,2.8,3.2,-0.8,-5.9,7.0,3.9,-8.2,-0.4
Cc1cccc(/C=C/c2onc(C)c2S(=O)(=O)N2CCC(C(=O)NC(C)C)CC2)c1,0.6,3.4,-3.3,-4.1,1.1,-11.3,-1.7,-14.2,0.0
O=c1c(-c2ccc3c(c2)OCCO3)coc2cc(O)cc(O)c12,1.9,-4.4,-1.3,-2.2,3.0,-19.3,-1.3,-4.9,2.9
CCCCNC(=O)c1cn(C)c2ccc(S(=O)(=O)N3CCCC3)cc2c1=O,0.8,2.8,2.5,-8.6,6.7,-12.7,-1.1,-5.3,0.5
Cc1ccc(C2(c3ccc(C)cc3)NC(=O)N(CC(=O)NCCCN3CCCC3=O)C2=O)cc1,0.1,-0.6,-16.4,-5.5,8.6,-6.5,1.6,-2.1,0.7
CC(=O)c1ccc(S(=O)(=O)N(C)CC(=O)NCc2ccco2)cc1,1.7,-7.2,7.0,-11.4,14.4,-5.5,-1.9,-0.3,-0.3
C[C@@H](OC(=O)N(C)Cc1ccccc1)[C@H]1O[C@]2(C)CCCC[C@H]1O2,0.6,9.0,-13.8,-0.2,5.0,-10.6,-4.9,1.2,-0.6
COc1cc(C(=O)OCC(=O)NCCN2C(=O)CSC2=O)ccc1OCc1c(C)noc1C,2.1,-16.6,-7.8,-6.2,-3.7,-6.8,-3.9,-17.2,0.7
CCOC(=O)N1CCN(S(=O)(=O)c2ccc(Br)s2)CC1,2.9,-5.1,-5.6,-5.6,-10.8,-8.5,0.1,-13.9,1.4
COC(=O)[C@@H](N)Cc1ccc(O)c(O)c1,1.3,-20.9,-3.2,-33.2,7.4,-4.1,0.2,-6.4,1.0
C=CCc1cccc(CNc2ccc(S(=O)(=O)Nc3nccnc3OC)cc2)c1O,0.9,3.1,-15.2,-5.2,6.0,-2.1,-6.6,-9.7,3.7
Cc1nccn1CC(O)COc1ccc([N+](=O)[O-])cc1 (stereo not given),-0.1,-9.6,-11.9,-0.6,4.3,-5.5,-8.5,-18.0,0.9
CCC(C)(C)n1nnnc1CN(Cc1cc2cc(OC)c(OC)cc2[nH]c1=O)C1CCCC1,1.0,0.5,-2.2,-9.6,9.8,-1.7,-1.8,-7.4,0.1
COc1cccc2c1Oc1ncccc1N(C(=O)CCC(=O)NCc1ccc(F)cc1)C2,1.3,-2.2,-7.9,-15.0,11.8,-20.3,-5.3,-3.2,0.0
NC(=O)c1sc(=S)n2c1[nH]c(=O)c1sccc12,1.1,2.2,-9.7,-1.5,2.9,6.5,-0.3,-1.0,2.4
CCOc1ccc(S(=O)(=O)N2CCCC(C(=O)N3CCN(c4ccccc4)CC3)C2)cc1 (stereo not given),11.7,0.6,-16.4,0.0,-4.5,-25.7,-2.4,-7.1,8.3
CCOC(=O)c1c2c(n(C)c1C)C(=O)C(=O)c1ccc(Br)cc1-2,1.6,-1.6,-6.3,-13.4,6.5,-34.7,-3.6,-5.6,0.0
C=CCn1c(COc2ccccc2-c2ccccc2)nnc1SCC(=O)NC(=O)NCc1ccco1,2.5,6.3,-7.2,14.6,-5.5,-2.3,-1.4,-3.1,1.4
O=C(CSc1nnc2sc3ccccc3n12)NCc1ccco1,0.4,-10.8,-16.2,-11.7,6.0,-6.0,-4.9,3.2,0.3
O=C(CNc1cc(S(=O)(=O)N2CCOCC2)ccc1N1CCCC1)NCc1ccco1,0.1,-3.6,-1.2,-7.3,13.7,-12.7,-11.2,1.5,0.9
COc1ccc2c(c1OC)C(CC(C)=O)N1CCc3cc4c(cc3C1C2=O)OCO4 (stereo not given),2.7,2.9,-5.2,7.5,-9.2,nt,3.7,nt,0.7
CCOc1ccccc1NC(=O)c1ccccc1-c1nc(-c2ccccc2OC)no1,9.1,13.8,2.8,24.0,-7.3,8.7,-0.1,-12.5,3.3
Cc1ccc(CN2C3=NCCN3c3ccccc32)cc1,3.1,2.0,-9.9,-7.4,-0.2,4.0,-7.3,-1.6,3.7
O=C(NCc1ccc2c(c1)OCO2)c1cc(-c2cc(Cl)ccc2O)n[nH]1,12.2,3.0,-18.8,-13.5,3.5,-6.1,3.4,0.8,9.4
O=C(c1ccc(Cl)cc1)N1CCCCC(Cl)C1=O (stereo not given),8.4,-14.0,-1.6,1.1,3.0,11.3,-5.8,-12.9,2.6
CC1SCC(=NOCc2c(Cl)cccc2Cl)CS1 (stereo not given),4.4,-6.6,-8.4,-7.7,2.1,-13.0,-6.4,0.3,1.1
Oc1ccccc1-c1cc(-c2ccccc2)no1,4.7,4.5,2.1,-19.2,-5.3,7.3,0.7,-12.0,1.4
CCCCC(=O)Nc1ccccc1N1CCN(c2ccccc2)CC1,-0.5,-2.0,-10.0,4.8,5.1,-30.7,-0.5,12.6,0.0

# Bioassay records (PubChem BioAssay)
